Bioassay records (PubChem)
ERAP1 HTS inh: ERAP1 (human) enzyme inhibition | recombinant ERAP1, Leu-AMC fluorescence, 60 min | AID 652197 | inhibition, % at 10.7 µM | 0.15% of 340,000 active | Q9NZ08;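 active = mean replicate inhibition of at least 30%, or all replicates individually reaching that 30% level; inactive = mean below 30% and not every replicate reaching it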;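 note: 0% = neutral control wells and 100% = L-leucinethiol positive control wells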
Target sequence (Q9NZ08 whole entry, looked up): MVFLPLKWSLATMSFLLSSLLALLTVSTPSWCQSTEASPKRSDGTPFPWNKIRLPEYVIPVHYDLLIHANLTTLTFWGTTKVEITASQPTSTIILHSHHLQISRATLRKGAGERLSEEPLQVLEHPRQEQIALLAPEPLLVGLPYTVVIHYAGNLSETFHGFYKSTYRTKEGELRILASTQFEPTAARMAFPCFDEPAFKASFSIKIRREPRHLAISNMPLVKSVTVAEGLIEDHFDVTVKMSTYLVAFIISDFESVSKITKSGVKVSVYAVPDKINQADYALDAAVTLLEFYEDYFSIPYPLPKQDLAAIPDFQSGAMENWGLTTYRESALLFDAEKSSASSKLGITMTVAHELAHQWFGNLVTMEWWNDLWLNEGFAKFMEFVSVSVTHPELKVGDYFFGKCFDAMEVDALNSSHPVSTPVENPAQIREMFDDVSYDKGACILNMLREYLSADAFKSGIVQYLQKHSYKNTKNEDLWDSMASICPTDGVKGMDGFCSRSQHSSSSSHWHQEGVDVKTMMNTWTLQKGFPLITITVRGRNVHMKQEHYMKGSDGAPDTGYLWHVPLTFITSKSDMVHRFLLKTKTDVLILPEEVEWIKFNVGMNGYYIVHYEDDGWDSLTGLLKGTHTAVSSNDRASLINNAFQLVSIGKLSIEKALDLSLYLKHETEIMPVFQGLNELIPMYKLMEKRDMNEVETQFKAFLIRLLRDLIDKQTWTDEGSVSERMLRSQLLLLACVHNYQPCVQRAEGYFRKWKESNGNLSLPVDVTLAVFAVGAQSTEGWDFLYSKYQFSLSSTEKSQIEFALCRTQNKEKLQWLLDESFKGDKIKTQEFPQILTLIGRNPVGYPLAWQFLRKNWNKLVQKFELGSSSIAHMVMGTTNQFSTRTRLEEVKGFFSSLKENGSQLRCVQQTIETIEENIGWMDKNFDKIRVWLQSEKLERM
RAD54 inh: blocks human RAD54 Holliday junction branch migration; Q92698; 0.14% of 360,000 active; FAM/BHQ fluorescence; inhibition, % at 10.4 µM;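 active = mean normalized replicate activity at least 40 and at least half of replicates scoring 40 or more; inconclusive = only one of the two criteria met; inactive = mean below 40 and under half of replicates reaching 40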;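 note: 0% = median of neutral control wells and 100% = median of positive control wells; inhibitors cause a drop in the FAM fluorescence signal; in these data hits start at about 50%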
esBAF inh: SWI/SNF esBAF complex inhibition; mouse ES cells, Bmi1-luciferase knock-in reporter, 24 h; 100% = twice the neutral-well signal; reporter increase, % at 12.5 µM; 2% of 350,000 active; in the data active = activation above about 40%; inconclusive = no clear call, values can overlap the other calls;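 note: 0% = median of the plate's neutral control wells and 100% = double that signal; a rise in the Bmi1 reporter signal indicates esBAF inhibition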
INS-1E GSIS act: primary screen for activators of insulin secretion dependent on glucose, INS-1E cells, GLuc reporter luminescence. INS-1E GLuc reporter insulin secretion, 2-3 h. activation, % at 16.6 µM. 0.61% of 370,000 active;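 active = lowest replicate activation of at least 40%, so every replicate reaches that level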;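 note: 0% = median of neutral control wells and 100% = median of IBMX positive control wells; some compounds called inactive have numbers as strong as hits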
Xi reactivation: activators of X-chromosome reactivation in mouse fibroblasts; XiGFP mouse fibroblasts, % GFP-positive cells imaging, 3 d; cells co-treated with 5-aza-dC sensitizer; scaled so ellipticine positive control = 100%; activation, % at 7.58 µM; 0.055% of 360,000 active;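 active = mean normalized replicate activation at least 10% and every replicate at or above 10%; inconclusive = only one of the two criteria met; inactive = mean below 10% and not all replicates reach 10%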;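 note: 0% = median of on-plate neutral control wells and 100% = ellipticine 6 µM median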
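assay system = SV40-immortalized XiGFP fibroblast cells, line 68-5-11 | buffer or medium = DMEM plus 5-aza-dC sensitizer | doses = single-point pinned compound dosing | times = 3-day compound exposure, then 15 min fixation at room temperature | benchmarks = positive control ellipticine, 6 µM final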
RAD52 inh: blocks human RAD52 DNA annealing. P43351. 0.46% of 360,000 active. AID 651710. inhibition, % at 18.7 µM. recombinant RAD52 DNA annealing, FRET fluorescence;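 active = every replicate showing at least 50% inhibition; inconclusive = mean inhibition at least 50% but not in every replicate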
ARNT TACC3 PPI: ARNT/TACC3 interaction disruption | Q9Y6A5 | AlphaScreen His-ARNT PAS-B/GST-TACC3 binding, luminescence; TACC3 fragment carries E629A point mutation | inhibition, % at 9.99 µM | 0.66% of 390,000 active;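 active = mean inhibition of replicates at least 50% and at least half of replicates each reaching 50%; inconclusive = half or more replicates reach 50% but mean below 50%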;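 note: 0% = complete ARNT plus TACC3 wells and 100% = ARNT alone without TACC3; many hits fall short of the cut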
F508del corr: CFTR F508del correction in bronchial cells | 0.36% of 350,000 active | AID 720511 | activity (quench increase), % at 7.58 µM | CFBE cells, YFP halide quenching; stimulated with forskolin plus potentiator P3; % fluorescence drop versus neutral controls;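 active = mean added fluorescence quench of at least 8% versus neutral control, with both replicates also reaching 8%; inconclusive = only one of the mean or replicate conditions met; inactive = mean below 8% and not both replicates reaching 8%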;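 note: cells transiently co-express mutant CFTR-F508del with the halide-sensitive YFP; corrector assay measuring rescue of mutant channel to the surface after 24 h compound exposure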
* hit, by the source's call; u = inconclusive; x = not tested or not shown.

mol	INS-1E GSIS act	RAD52 inh	ARNT TACC3 PPI	RAD54 inh	ERAP1 HTS inh	esBAF inh	Xi reactivation	F508del corr
CCC1CCCCN1C(=S)Nc1ccc(OC(F)F)cc1 (stereo not given)	x	-9	-1	x	5	4	0.2	x
COc1ccc2c3c(n(C)c2c1)[C@@H](CO)N(C(=O)c1ccccc1)CC31CCN(C(C)=O)CC1	13	-6	x	x	-6	x	0.2	-2.7
CC1(C(=O)NCc2ccc(C(F)(F)F)cc2)CCN1Cc1ccc(-c2ccccc2)o1 (stereo not given)	14	-32	x	-4	2	3	0.2	-1.3
COCCNC(=O)C[C@@H]1CC[C@@H]2[C@H](COc3ccc(NC(=O)Nc4cccc(F)c4)cc3C(=O)N2C)O1	1	-10	-2	3	-3	0	0.0	-2.8
Cc1csc(SCC(=O)Nc2ccccn2)n1	6	x	-3	-6	x	15	x	x
O=C(COC(=O)c1ccc(O)cc1O)NC12CC3CC(CC(C3)C1)C2	-16	-2	18	1	1	u	0.3	0.9
FC(F)(F)c1nnc2n1N=C(c1cccs1)CS2	-1	0	-10	4	-4	-3	1.3	-2.1
Cc1ccc(NC(=O)Cn2ccnc2)cc1C	-1	-15	2	2	-1	-2	0.3	-0.9
CC(C)(C)c1ccc(C(=O)N2CCN(C(=O)c3cccs3)CC2)cc1	-22	-6	-125	2	-4	1	0.2	1.2
Cc1ccc(-c2c[n+]3c(n2-c2ccccc2)SCC3)cc1	x	-7	-2	x	0	-18	-0.1	0.5
Cc1cccc(/C=N/NC(=O)Cn2nccc2C)n1	-13	x	2	2	x	x	0.0	x
CC(C)NC(=O)Nc1ccc2c(c1)C(=O)N([C@@H](C)CO)C[C@H](C)[C@@H](CN(C)S(=O)(=O)c1ccccc1)OCCCC[C@H](C)O2	-11	7	0	-3	-2	-5	-0.2	1.8
COc1cccc(CNS(=O)(=O)c2c(C(=O)N3CCCC3)c(C)n(C)c2C)c1	8	0	7	-13	-6	-6	0.0	2.7
COc1ccccc1Cc1c(-c2ccc(C#N)cc2)nc2c3ccccc3ccn12	17	-30	x	1	-1	0	0.0	-0.2
C[C@H](O)C#Cc1cnc2c(c1)C(=O)N([C@@H](C)CO)C[C@H](C)[C@@H](CN(C)C(=O)CN1CCOCC1)O2	15	0	-1	11	7	-1	-0.1	-1.4
COC1OC2COC(c3ccccc3)OC2C(O)C1NC(=O)c1ccccc1 (stereo not given)	-1	-14	-3	x	0	x	0.0	-0.7
CC1CCCC(NC(=O)c2cccc(S(=O)(=O)N3CCOCC3)c2)C1C (stereo not given)	2	-8	x	3	-3	13	-0.2	0.6
COc1ccc(C(=O)N(C)Cc2nc3ccccc3c(=O)[nH]2)cc1S(=O)(=O)N1CCCC1	-2	-12	-1	-2	0	1	0.2	-2.9
CNS(=O)(=O)c1ccc(NS(=O)(=O)c2ccccc2F)cc1	3	-14	-5	x	-2	0	0.0	-2.0
Cc1c(Br)c([N+](=O)[O-])nn1CC(=O)N(C)Cc1ccccc1	-1	-1	7	x	4	x	-0.1	-0.3
O=C(N/C(=C\c1ccco1)C(=O)N1CCCC1CO)c1ccccc1 (stereo not given)	9	-11	-2	-29	-3	x	0.0	-0.2
Cc1nc2sc3c(c2c(=N)n1N)CCCC3	6	-9	7	x	9	x	0.0	-1.4
C[C@H]1CN([C@@H](C)CO)C(=O)c2cccc(NC(=O)Nc3ccc(C(F)(F)F)cc3)c2O[C@H]1CN(C)C(=O)Nc1ccc(C(F)(F)F)cc1	-16	-24	11	-6	1	0	0.0	-1.3
CCc1ccccc1NC(=S)N1CCC(NC(=O)c2ccc(OC)cc2)CC1	7	-15	-14	x	1	x	0.0	-0.3

Overlap with the part before: two compounds; new compounds follow.
mol	INS-1E GSIS act	RAD52 inh	ARNT TACC3 PPI	RAD54 inh	ERAP1 HTS inh	esBAF inh	Xi reactivation	F508del corr
C[C@H]1CN([C@@H](C)CO)C(=O)c2cccc(NC(=O)Nc3ccc(C(F)(F)F)cc3)c2O[C@H]1CN(C)C(=O)Nc1ccc(C(F)(F)F)cc1	-16	-24	11	-6	1	0	0.0	-1.3
CCc1ccccc1NC(=S)N1CCC(NC(=O)c2ccc(OC)cc2)CC1	7	-15	-14	x	1	x	0.0	-0.3
O=C1c2ccccc2C(=O)N1c1n[nH]c(CCc2ccccc2)n1	-9	0	2	8	5	-6	x	-1.6
O=C1CN(S(=O)(=O)Cc2ccccc2)C[C@H]2[C@@H](c3ccc(C#CC4CC4)cc3)[C@H](CO)N12	6	-14	x	x	1	x	0.3	1.6
Cc1nccn1CCC(=O)Nc1ccc(Cl)cc1	1	8	-4	x	x	34	0.1	0.1
C=CCN(CC=C)C(=O)C1c2ccccc2Oc2ccccc21	-6	-8	x	-3	2	-5	0.2	-0.1
O=S(=O)(c1ccc(F)cc1)N1CCN(Cc2nnc(-c3ccccc3)o2)CC1	0	-15	1	11	1	16	-0.1	-0.6
CN1CCN(C(=O)C2CCN(S(=O)(=O)c3cnc[nH]3)CC2)CC1	-7	x	-3	-2	x	-5	x	x
C/C(=C\C(=O)Nc1cscc1C)C(=O)O	-2	-5	5	x	-2	x	0.1	-3.6
CCN1CCN(c2ccc(S(=O)(=O)N3CCCCC3)cc2NC(=O)/C=C/c2cccc(OC)c2OC)CC1	-35	5	27	-4	-2	x	-0.1	-2.3
C=C(C)C(=O)O[C@H]1C/C(C)=C\C(=O)/C=C(\C)[C@H](O)[C@@H]2OC(=O)C(=C)[C@@H]21	-23	-11	4	12	3	-82	-0.1	-3.6
COCC(=O)Nc1ccc2c(c1)OC[C@H](C)N(Cc1cncnc1)C[C@H](C)[C@H](OC)CN(C)C2=O	-15	x	x	x	x	-3	0.5	-2.3
Cc1ccc(CCNC(=O)C2CCCN(S(=O)(=O)c3cnc[nH]3)C2)cc1 (stereo not given)	-15	-11	-8	6	0	2	0.1	-4.5
O=C(NNC(=O)c1ccc[nH]1)c1cccc(C(F)(F)F)c1	-5	-2	-8	1	1	-4	0.0	-1.8
CC(=O)Nc1nnc(CSCc2ccc(F)cc2)s1	1	-12	-7	-13	2	x	0.3	-0.3
O=C(CC1C(=O)NCCN1CC1CCCCC1)NCc1ccc(F)cc1F (stereo not given)	-12	-19	-1	x	1	-12	0.0	1.0
O=C(C[C@@H]1CC[C@H]2[C@@H](COC[C@@H](O)CN2Cc2ccc3c(c2)OCO3)O1)Nc1ccccc1	-5	-8	6	-10	0	4	0.1	1.7
O=C(O)c1cccc(C(=O)c2cccc(C(=O)O)c2)c1	5	-23	-7	-10	-2	5	0.0	0.7
COc1cc(C(=O)Oc2cccc(/C=N/NC(=O)c3cc(C)[nH]n3)c2)cc(OC)c1OC	-17	-12	-2	-7	1	8	0.2	-2.3
CCC(=O)N1CCC1(C)C(=O)Nc1ccc2nc(C)ccc2c1 (stereo not given)	x	-9	x	3	-2	5	0.4	-0.9
CCC(C(=O)N1CCN(c2ccccc2OC)CC1)c1ccccc1 (stereo not given)	-11	-18	-2	3	3	-4	0.2	x
CN1OC[C@@H]2CN(C(=O)CCc3ccccc3)[C@H](c3cccc(-c4ccc(C#N)cc4)c3)C[C@@H]21	1	-10	0	12	5	-7	x	-3.2
CC(C)NC(=O)N1CC(=O)N2[C@@H](CO)[C@H](c3ccc(C#CCN(C)C)cc3)[C@@H]2C1	11	-12	x	x	-2	x	0.0	-1.8
Cc1ccc(C)n1-c1ccc(N(C)C)cc1	17	0	14	x	2	x	0.1	-3.6
O=C(Nc1ccccc1)[C@@H]1[C@@H](CO)[C@@H]2Cn3c(cccc3=O)[C@@H]2N1Cc1ccccc1Cl	-2	-9	3	9	1	9	0.1	3.5
S=C(NCCCN1CCOCC1)Nc1ccc(Nc2ccccc2)cc1	2	-20	3	10	-3	6	0.2	-0.9
CC(c1nc2ccccc2[nH]1)N(C(=O)C1=NNC(=O)CC1)c1ccccc1 (stereo not given)	2	-27	x	10	-3	4	0.0	1.0
CC1(C(=O)O)CCCN1C(=O)c1cc2ccccc2s1 (stereo not given)	14	-8	x	-1	0	4	0.1	-3.2
C[C@H](CO)N1C[C@H](C)[C@H](CN(C)C(=O)Nc2ccccc2)Oc2c(NS(C)(=O)=O)cccc2C1=O	9	-5	-1	-14	-1	3	-0.1	-0.1
C[C@@H]1CN([C@H](C)CO)C(=O)c2cc(NC(=O)c3ccncc3)ccc2O[C@H]1CN(C)S(=O)(=O)c1ccc(F)cc1	12	9	16	-4	-5	3	-0.1	-1.2
CC1(C)C=C(c2ccc(O)cc2)CC(C)(C)N1	4	x	-4	13	x	6	x	x
CS(=O)(=O)c1nsc2nc(=O)c(/C=C3\C=Nc4ccccc43)c(N)n12	9	-218	11	-9	4	-5	0.0	-0.9
CC(C)Cn1cc(Cl)c(=O)n(CC(C)C)c1=O	19	-19	11	x	-2	x	0.4	2.0
C[C@H](O)C#Cc1ccc2c(c1)O[C@@H](CN(C)C(=O)c1ccccc1)[C@@H](C)CN([C@@H](C)CO)S2(=O)=O	-9	-10	3	1	-1	5	-0.4	-0.7
COC(=O)c1cccc(C(=O)N2CCC(CO)(CCc3ccccc3)CC2)c1	-8	-17	2	-1	1	9	0.0	-1.1
C[C@H](CO)N1C[C@H](C)[C@H](CN(C)CC2CCCC2)Oc2ncc(-c3ccc(F)cc3)cc2C1=O	-3	12	32	-6	0	-9	-0.1	4.4
Cc1ccc(NC(=O)COC(=O)c2ccc3c(c2)OCCO3)cc1	22	-17	0	-13	6	-1	-0.1	0.9
CCCC[C@@H]1Cc2[nH][nH]c(=O)c2[C@@H](c2ccc(Cl)cc2)O1	1	-10	x	x	-2	x	0.0	2.0
COc1ccc(S(=O)(=O)N(C)C[C@H]2OCCCC[C@@H](C)Oc3ccc(NC(=O)Nc4ccc(C(F)(F)F)cc4)cc3C(=O)N([C@@H](C)CO)C[C@H]2C)cc1	-12	-8	0	4	-2	-5	-0.2	-1.6
COc1cccc(-c2ccc([C@@H]3[C@H]4CN(S(=O)(=O)c5cccs5)CCCCN4[C@H]3CO)cc2)c1	1	-7	6	11	0	-4	0.2	1.9
O=C(Nc1cccc2ccccc12)NC1Cc2ccccc2C1	4	-9	6	-1	-4	-1	0.0	-0.9
O=C(CCc1ccccn1)NC1CCCc2c1cnn2-c1ccc(F)cc1F (stereo not given)	-3	-15	-5	-1	-4	-4	-0.3	0.6
CC(=O)Oc1ccc(-c2cccc(C(=O)N3CCCCC3)c2)cc1	0	3	0	5	-1	12	0.1	1.4
C[C@@H]1CCCCO[C@H](CN(C)C(=O)Nc2ccc(C(F)(F)F)cc2)[C@@H](C)CN([C@H](C)CO)C(=O)c2cc(NS(=O)(=O)c3cccs3)ccc2O1	-2	-13	-8	-13	-3	-5	0.1	0.0
Nc1nc(CSC(=S)N2CCN(c3ccccc3)CC2)nc(Nc2ccc(F)cc2)n1	-24	x	-9	-3	x	x	0.1	x
COc1ccc(Br)cc1CN(C)CC(=O)Nc1c(Cl)cccc1Cl	-13	9	-3	-2	10	x	-0.1	x
O=C1N=C(N2CCCC2)S/C1=C\C=C\c1ccccc1	-12	-8	7	-2	6	x	0.0	0.1
C[n+]1cccc(C2C(C#N)=C(N)Oc3c2ccc2ccccc32)c1 (stereo not given)	x	31	4	37	x	x	-0.1	0.8
